Assay outcomes as filed in PubChem.
HIF act: HIF pathway transcriptional activation; 300,000 compounds, 0.32% hits; activation, % at 7.5 µM (by protocol); U2OS HRE-luciferase reporter, luminescence; normalized: DMSO 0%, desferrioxamine 100%;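 active means mean activation of at least 10% of the iron chelator positive control signal, with at least half of replicates also reaching 10%; inconclusive means mean and replicate majority disagree about reaching 10%; inactive means mean and most replicates under 10%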
GSK3beta inhib: human GSK3beta kinase inhibition; AID 2097; 300,000 compounds, 0.038% hits; P49841; activity score (negative = inhibition), % at 10 µM; GST-GSK3beta kinase, ADP-Glo luminescence, 60 min; hits give low values;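 active means more than half of replicate wells score below -50%, meaning over 50% inhibition versus plate controls; inconclusive means some replicates but at most half score below -50%; inactive means no replicate scores below -50%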;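 further: 0% = median DMSO wells and -100% = median GW8510 positive control wells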
Target sequence (P49841 whole entry, looked up): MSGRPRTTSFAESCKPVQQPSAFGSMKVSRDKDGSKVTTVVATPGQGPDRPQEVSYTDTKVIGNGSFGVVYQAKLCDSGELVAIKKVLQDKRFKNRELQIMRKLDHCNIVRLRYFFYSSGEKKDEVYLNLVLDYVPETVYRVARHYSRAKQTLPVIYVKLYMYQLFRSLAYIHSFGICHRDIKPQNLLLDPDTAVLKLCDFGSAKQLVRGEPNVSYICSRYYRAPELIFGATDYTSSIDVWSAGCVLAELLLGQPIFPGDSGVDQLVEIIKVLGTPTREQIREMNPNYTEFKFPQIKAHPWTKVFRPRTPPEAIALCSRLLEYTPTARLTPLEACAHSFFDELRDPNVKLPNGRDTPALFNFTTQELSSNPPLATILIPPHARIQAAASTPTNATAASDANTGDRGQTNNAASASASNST
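Test system – GST-tagged human GSK3beta kinase, cell-free · Incubation – 60 min enzyme reaction, room temperature · Signal – ADP-Glo luminescence · Also added – peptide substrate and ATP at 25 µM · Controls – DMSO neutral wells and GW8510 at 20 µM as positive · Buffer or medium – Tris/MgCl2 kinase buffer · Measure – Luminescence-derived activity versus plate DMSO and GW8510 wells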
AI-2 QS modul: modulators of Vibrio harveyi AI-2 quorum sensing system. AID 2094. activity change, % at 7.5 µM. 300,000 compounds, 0.4% hits. Vibrio harveyi JMH597 AI-2 luminescence/OD600 ratio, 9 h; hits give low values; strain lacks LuxN and CqsS sensors; 0 = neutral-control median; in the data active means activity change below about -75%, passing the limit was not always enough; inconclusive means no clear call, values can overlap the other calls;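 further: luminescence divided by OD600 gain over 9 h not by final OD600 alone; inactives centre near 13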
HSF-1 act: increases HSF-1 driven luciferase reporter signal; NIH3T3-HGL HSF-1 luciferase reporter, MG132, 8 h; 100% = twice DMSO control signal; activation, % at 9 µM; 300,000 compounds, 1.7% hits; AID 504408;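 active means mean replicate activation of at least 50% with a set share of replicates each reaching 50%; inconclusive means only one of those two conditions met; inactive means mean below 50% and too few replicates reaching it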;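 further: 0% = median of the neutral control wells and 100% = twice that signal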
aSyn UTR inh: MLPCN primary screen, SNCA 5' untranslated region | alpha-synuclein 5'UTR reporter, inhibitor activity | inhibition, % (tested at 7.5 µM) | 300,000 compounds, 0.82% hits; in the data active means inhibition above about 60%; inconclusive means no clear call, values can overlap the other calls;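 further: H4 neuroglioblastoma cells stably carrying SNCA 5'UTR luciferase fusion; 0% = DMSO wells and 100% = positive control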
KLF5 inhibitor: suppresses KLF5 promoter-driven expression; DLD-1 KLF5 promoter-luciferase reporter, luminescence; inhibition, % at 5 µM; 290,000 compounds, 0.23% hits;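 active means inhibition above a per-plate limit of that plate's mean compound inhibition plus 3 SD, cut at about 60% in these data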;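 further: 0% = DMSO wells and 100% = LY294002 at 200 µM; higher means less KLF5 promoter-driven luciferase light; inactives centre near -14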
HSF1 inhib: HSF1 inhibition | NIH3T3-HGL HSE-luciferase, MG132-induced, luminescence 8 h; hits give low values | activity change, negative = inhibition, % at 7.5 µM (by protocol) | 300,000 compounds, 0.77% hits;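 active means more than half of replicate wells show activity change below -50%, luminescence cut by over half; inconclusive means some wells, but at most half, below -50%; inactive means no replicate well below -50%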;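 further: luciferase reports HSF-1 transcriptional activity via heat shock element; 0% = median of DMSO wells and -100% = zero luminescence signal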
GSK3 alpha inh: blocks human GSK-3 alpha kinase; P49840; ADP-Glo luminescence, 60 min; inhibition, % at 10 µM; 320,000 compounds, 0.1% hits; AID 2650;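 in the data active means inhibition above about 50%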;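 further: GST-tagged GSK-3 alpha with peptide substrate and 25 µM ATP; 0% = DMSO neutral wells and 100% = GW8510 positive control wells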
Target sequence (P49840 whole entry, looked up): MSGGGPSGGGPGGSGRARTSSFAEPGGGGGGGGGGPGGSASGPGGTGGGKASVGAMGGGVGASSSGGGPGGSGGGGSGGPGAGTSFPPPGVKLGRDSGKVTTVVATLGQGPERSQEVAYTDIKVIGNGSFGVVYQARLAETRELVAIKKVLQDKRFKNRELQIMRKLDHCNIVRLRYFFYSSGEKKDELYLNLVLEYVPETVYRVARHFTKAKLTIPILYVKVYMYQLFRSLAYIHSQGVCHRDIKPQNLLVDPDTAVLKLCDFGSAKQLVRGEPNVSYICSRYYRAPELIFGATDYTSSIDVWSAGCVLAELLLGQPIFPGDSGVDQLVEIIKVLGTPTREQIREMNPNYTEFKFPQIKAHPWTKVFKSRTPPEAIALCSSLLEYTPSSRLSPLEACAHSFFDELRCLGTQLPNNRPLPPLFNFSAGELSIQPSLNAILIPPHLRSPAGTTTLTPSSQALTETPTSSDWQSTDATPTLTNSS
IEC-6 cytotox: kills IEC-6 intestinal cells in KLF5 counter-screen; 290,000 compounds, 0.78% hits; IEC-6 cytotoxicity, luminescence viability; AID 1825; inhibition, % at 5 µM; in the data active means inhibition above about 22%;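 further: 0% = plate median of test compound wells and 100% = cytotoxic reference compound wells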
HSP90 refold inh: HSP90 refolding inhibition in rabbit reticulocyte lysate; inhibition, % at 5.6 µM; 290,000 compounds, 0.91% hits; luciferase refolding luminescence, 3 h;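 active means inhibition above the screen-wide mean plus 3 SD, computed separately per campaign, cut at about 16% in these data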;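 further: 0% = DMSO wells and 100% = 60 µM geldanamycin wells; inhibitors lower the luminescence because luciferase stays unfolded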
The depositor's hits bear a star; ? = inconclusive; / = no result given.

SMILES	HIF act	GSK3beta inhib	AI-2 QS modul	HSF-1 act	aSyn UTR inh	KLF5 inhibitor	HSF1 inhib	GSK3 alpha inh	IEC-6 cytotox	HSP90 refold inh
CCOC(=O)c1c(C)[nH]c(C(=O)CSc2nnc(C3CC3)n2N)c1C	0.4	4	9	2	-2	-31	0	0	6	-3
Nc1nc(NCCO)nc(NC2CCCCC2)c1[N+](=O)[O-]	-5.9	-11	27	-73	57	11	-69*	86*	-5	-2
Cc1nc(-c2cccc(NS(=O)(=O)c3ccccc3)c2)cs1	0.5	-1	13	19	-15	-31	4	-4	-3	2
N#C[C@H]1[C@H](c2ccccc2)[C@](C#N)(C(=O)c2ccccc2)[C@@H]2C=Cc3ccccc3N21	1.7	-3	21	34	-37	-12	18	/	-7	1
COc1ccc(S(=O)(=O)Nc2cccc3ccc(O)cc23)cc1	2.4	-1	2	3	15	/	-4	1	/	/
Cc1[nH]c2c(C)cccc2c(=O)c1Br	0.1	0	10	-9	-14	2	5	3	-2	1
Cc1nc(N2CCN(c3ccccc3O)CC2)c2c(-c3ccccc3)csc2n1	2.1	-4	8	-4	11	8	-10	-1	-6	7
COC(=O)c1ccc(N2CCC(C)CC2)c(N)c1	0.7	0	25	27	-99	-54	9	-1	3	5
Cn1c(CC(=O)NN)c(Sc2ccccc2)c2ccccc21	1.5	2	12	9	-3	1	3	-3	0	1
COc1ccc(Nc2nnc(Cc3ccncc3)c3ccccc23)c(OC)c1	-22	-2	16	6	27	-19	-2	-4	-3	-4
CCN(CC(=O)NCc1cccs1)C(=O)c1ccc(NS(=O)(=O)c2ccc(C(C)=O)cc2)cc1	-0.1	0	38	-6	-2	/	-3	/	/	/
Cc1c(C(C)(C)O)[nH]c2cc(C(F)(F)F)ccc12	-0.1	2	11	-3	-6	-24	0	-2	2	0
Cc1ccc(C)c(OCC(=O)Nc2ccncc2)c1	0.4	-3	-8	18	3	-2	8	1	2	1
COc1ccc(CNC(=O)c2sccc2-c2ccccc2)cc1OC	-0.2	-2	28	-13	6	-16	2	-3	5	3
COC(=O)C(C(=O)OC)C(CC(=O)c1ccc(C)cc1)c1cc(OC)c(OC)c(OC)c1 (stereo unspecified)	2.9	4	1	?	-22	-37	23	-1	7	3
Cc1cc(C)nc(N(C#N)CCOc2ccc(Cl)cc2)n1	0.0	-2	47	48	-23	-31	15	0	-8	0
CCOC(=O)c1c(CN2CCN(c3ccccc3)CC2)oc2cc(Br)c(O)cc12	1.0	0	15	1	13	-19	2	-1	-5	-1
O=C(CCS(=O)(=O)c1cccs1)Nc1ccc(C(=O)NC2CCCC2)cc1	0.9	1	2	-21	9	-6	-8	0	5	0
O=C(COC(=O)c1ccccc1NCCO)NCCC1=CCCCC1	0.2	-6	29	-6	-43	/	-11	0	/	/
O=C(Nc1c(C(=O)N2CCN(c3ccccn3)CC2)oc2ccccc12)c1cccc([N+](=O)[O-])c1	-0.3	-2	15	-1	-2	-5	3	1	-4	0
Cc1cccnc1NC(=O)CCn1c(=O)oc2ccccc21	0.2	1	17	-6	17	-15	3	1	7	3
O=S(=O)(Nc1ccc(N=Nc2ccccc2)cc1)c1ccccc1	-0.2	-4	22	0	27	-5	3	-2	-1	-3
COc1ccc(CN(C(=O)c2nsc(Cl)c2Cl)C(C(=O)NC2CCCCC2)c2ccc(OC)cc2)cc1 (stereo unspecified)	-0.9	-22	58	6	24	-25	8	5	-2	2
CC(=O)c1ccc(Nc2nc(-c3cccnc3)cs2)cc1	3.1	0	12	4	-130	-122	14	-5	13	-3
CC(C)=CC(=O)Nc1nnc(C(C)C)s1	1.5	-9	23	24	-119	-88	25	0	5	-2
O=C(CSc1nnc(NC(=O)c2c(F)cccc2F)s1)NCC1CCCO1 (stereo unspecified)	-0.1	3	14	-20	-4	/	-7	-2	/	/
CC1=C(C)CC(C(=O)NC2CCCC2)C(C(=O)O)C1 (stereo unspecified)	0.0	-2	14	-4	11	-9	-5	/	-4	3
Cc1ccc2nc(N(CCN(C)C)C(=O)c3ccc4ccccc4c3)sc2c1	2.2	1	14	2	-33	-26	4	-1	1	-2
CCC1=C(OC(=O)N(CC)CC)N2C(=O)OC(=NCC(=O)OC)[C@]2(Cc2ccccc2)[C@H]2C1=CC[C@H]1C(=O)NC(=O)[C@H]12	0.1	1	-2	-3	9	/	6	2	/	/
Cc1cccc(NC(=O)NCc2cccnc2)c1C	-0.1	0	16	1	-6	-29	0	3	0	2
CCOC(=O)C1(Cc2cccc(Cl)c2)CCCN(CCO)C1 (stereo unspecified)	-1.2	3	15	2	-4	-18	0	0	-4	1
COc1ccc(-c2oc3ncnc(NCCCN4CCOCC4)c3c2-c2ccc(OC)cc2)cc1	-0.6	3	4	-8	44	0	-3	-2	2	0
COc1ccc(-c2csc(=Nc3c(C)n(C)n(-c4ccccc4)c3=O)n2C(C)(C)C)cc1	-0.2	-3	11	-14	-2	1	5	6	1	6
Cc1ccsc1C(=O)Nc1ccc2c(c1)OCCO2	-0.1	-3	0	51*	5	-219	12	5	6	15
CCc1ccc(NC(=O)Nc2cc(C(=O)O)ccc2N2CC3CC(C2)c2cccc(=O)n2C3)cc1 (stereo unspecified)	0.3	2	12	-19	-1	-6	-4	-2	-2	4
COc1ccc(C(=O)NCC(c2ccc3c(c2)OCO3)N2CCN(c3ccc(OC)cc3)CC2)cc1 (stereo unspecified)	0.6	1	-1	37	-3	/	5	-2	/	/
CC(/C=C1\SC(=S)N(CCCC(=O)Nc2ccc(C(=O)O)cc2)C1=O)=C\c1ccccc1	0.6	2	22	61*	5	3	11	0	2	3
CC1CC(=O)N(CC(=O)NCc2ccc3c(c2)OCO3)c2ccccc2S1 (stereo unspecified)	-0.4	-1	6	23	20	-21	10	/	0	4
Cc1ccccc1NC(=O)c1sc(Cl)nc1-c1ccccc1	0.1	2	24	7	-13	-42	15	4	-6	1
CCOC(=O)c1c(C)n(C)c2ccc(OC)c(NC(=O)CCN3CCC(Cc4ccccc4)CC3)c12	-1.1	2	7	14	17	-1	1	2	4	8
CCOC(=O)Cc1csc(NC(=O)c2cccs2)n1	3.2	0	29	28	-176	-39	20	6	-5	-1
CCOc1cc(C(=O)N/N=C/c2ccsc2)cc(OCC)c1OCC	0.0	2	26	-10	-20	-7	-7	-3	-3	5
Cc1nnc(NC(=O)c2csc3c2CCC(C)C3)s1 (stereo unspecified)	1.0	0	6	20	-100	-2	9	-1	7	-2
O=C1/C(=C/c2ccccc2)Oc2cc(OC(=O)N3CCOCC3)ccc21	1.7	-1	10	41	-110	-20	23	1	2	3
Cc1nc2ccc(F)cc2cc1C(=O)NCc1ccco1	-0.1	2	5	20	-8	-20	0	-3	-6	-4
Cc1ccc(CN2CCN(C3CCCC3)C(CCO)C2)s1 (stereo unspecified)	-0.1	-1	25	8	25	-1	-4	-3	4	1
O=C(NC(=O)N1CCCC1)c1csnn1	-0.5	3	14	1	-16	-17	-3	-3	2	-1
NCCOc1cnn(-c2ccccc2Cl)c(=O)c1Cl	-0.4	1	13	-8	6	-15	2	-8	-6	-1
COC(=O)C1=C(C(=O)OC)[C@@H]2N(C)c3ccc(OC)cc3[C@@]23C[C@@H](C(=O)OC)N(C(=O)NC2CCCCC2)C3=N1	-2.1	-6	-5	5	9	/	-1	1	/	/
CC1CN(C(=O)/C(=C/c2ccco2)NC(=O)c2ccccc2)CC(C)O1 (stereo unspecified)	0.1	1	31	-16	10	-23	-6	0	5	0
CCC(=O)C1=C(O)C(c2cccc(Oc3ccccc3)c2)CCC1=O (stereo unspecified)	0.0	1	23	5	18	7	1	-2	-7	10
CCCCCN(C(=O)CCC(=O)OCC(=O)N1CCCCC1C)c1c(N)n(CCCC)c(=O)[nH]c1=O (stereo unspecified)	-0.3	1	26	-1	4	-16	-4	-3	3	-1
C/C(=N\NC(=O)C(N)=O)c1ccc(O)cc1O	0.0	-4	7	-37	18	-42	?	2	-5	-2
N=c1oc2cc(O)ccc2cc1C(=O)Nc1ccc(Br)cc1	4.4	-3	16	20	-172	-25	11	-5	17	2
O=C(CC12CC3CC(CC(C3)C1)C2)N1CCOCC1	-0.3	-1	23	-5	7	-1	-5	0	0	-1
CCOC(=O)C1CCN(CC(=O)N2CCc3ccccc32)CC1	0.1	-1	29	-1	19	-9	-2	-1	-2	1
Cc1ccc(C2=NOC(C)(c3nnc(Cc4ccccc4)o3)C2)cc1 (stereo unspecified)	-0.3	-2	10	6	6	/	0	-2	/	/
O=C(Nc1ccc(F)cc1F)c1ccc(S(=O)(=O)N2CCCCC2)cc1	-0.4	4	10	2	1	-20	2	-1	1	3
COc1ccc(CN2CCN(C(C)C)C(CCO)C2)cc1Cn1cccn1 (stereo unspecified)	0.0	0	17	-5	-6	-22	-6	-4	-10	0
COCc1cc(/C=N\NC(=O)Cc2ccc(OC)cc2)ccc1OC	-0.2	0	12	12	22	4	1	1	2	0

Carrying on.
SMILES	HIF act	GSK3beta inhib	AI-2 QS modul	HSF-1 act	aSyn UTR inh	KLF5 inhibitor	HSF1 inhib	GSK3 alpha inh	IEC-6 cytotox	HSP90 refold inh
O=C(O)CC/C(=N/NC(=O)CNC(=O)Cc1ccccc1)c1ccccc1	-0.1	6	24	-7	16	-3	-6	-2	2	5
Cn1c(NC(=O)/C=C/c2ccco2)cc(=O)n(C)c1=O	1.3	4	-3	-6	-62	-2	-5	-3	3	2
N#Cc1ccccc1NC(=O)c1ccccc1OCC(=O)Nc1ccc2c(c1)oc1ccccc12	/	-2	32	44	-29	-41	11	-4	-2	-1
CCOCCCNC(=O)CCn1ccc2cc(S(=O)(=O)N3CCCC3)ccc21	1.3	1	18	-27	-11	-27	-5	3	12	0
Cc1ccccc1NC(=O)C1C2/C=C\CCCCC21 (stereo unspecified)	/	-2	18	/	9	7	/	/	5	1
S=C(Nc1ccc(Oc2ccccc2)cc1)NC1CCCC1	0.0	0	7	21	-9	-15	-8	2	8	1
COc1ccc(CC(=O)NC(C)c2nnc(SCC(=O)Nc3ccccc3)n2C)cc1 (stereo unspecified)	-0.2	-3	9	6	-4	-49	2	-4	-1	-1
Cc1cccc(C(=O)NNC(=O)C(=O)NC(C)(C)C)c1	1.9	1	19	-28	-15	-2	-17	-1	2	-1
